Screening data as filed in PubChem BioAssay.
D3 antag = antagonists of human D3 dopamine receptor; P35462; D3R cells, DiscoveRx beta-arrestin luminescence, antagonist mode; active compounds read low; max response, negative = inhibition, %; hit rate 2.5% among 360,000; AID 652054; in the data active means max response below about -50%; inconclusive means no clear call, values can overlap the other calls; further: on the % scale 0 is the no-effect control and ±100 the full control effect; mostly tested at two doses, the higher about 12 µM
Target sequence (P35462 whole entry, looked up): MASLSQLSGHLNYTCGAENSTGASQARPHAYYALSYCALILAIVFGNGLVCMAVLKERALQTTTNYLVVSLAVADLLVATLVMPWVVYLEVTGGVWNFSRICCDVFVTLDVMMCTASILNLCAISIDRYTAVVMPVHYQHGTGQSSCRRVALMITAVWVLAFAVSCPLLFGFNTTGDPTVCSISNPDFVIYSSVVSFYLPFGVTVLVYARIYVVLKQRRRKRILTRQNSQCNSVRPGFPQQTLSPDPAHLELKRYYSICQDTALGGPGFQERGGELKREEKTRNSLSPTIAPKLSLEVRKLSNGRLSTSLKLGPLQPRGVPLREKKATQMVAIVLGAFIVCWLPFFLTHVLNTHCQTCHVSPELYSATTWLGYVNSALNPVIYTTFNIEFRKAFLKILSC
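Cells expressing the human receptor were seeded at 1500 cells/well, incubated overnight at 37 degrees C in 5% CO2, then exposed to library compounds with dopamine controls for 90 minutes at 37 degrees C before luminescent detection.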
GLP1R ag = agonists of human GLP-1 receptor; P43220; HEK293 GLP-1R CRE-luciferase, luminescence, 4-6 h; cells express a hypersensitive GLP-1R form; Potency, µM (series often up to 45.6 µM), for the others: top-dose activation, usual class: activators; hit rate 0.007% among 380,000; AID 624172; further: potency means the concentration at half of the fitted maximal effect; % of control where 0% means no effect
Target sequence (P43220 whole entry, looked up): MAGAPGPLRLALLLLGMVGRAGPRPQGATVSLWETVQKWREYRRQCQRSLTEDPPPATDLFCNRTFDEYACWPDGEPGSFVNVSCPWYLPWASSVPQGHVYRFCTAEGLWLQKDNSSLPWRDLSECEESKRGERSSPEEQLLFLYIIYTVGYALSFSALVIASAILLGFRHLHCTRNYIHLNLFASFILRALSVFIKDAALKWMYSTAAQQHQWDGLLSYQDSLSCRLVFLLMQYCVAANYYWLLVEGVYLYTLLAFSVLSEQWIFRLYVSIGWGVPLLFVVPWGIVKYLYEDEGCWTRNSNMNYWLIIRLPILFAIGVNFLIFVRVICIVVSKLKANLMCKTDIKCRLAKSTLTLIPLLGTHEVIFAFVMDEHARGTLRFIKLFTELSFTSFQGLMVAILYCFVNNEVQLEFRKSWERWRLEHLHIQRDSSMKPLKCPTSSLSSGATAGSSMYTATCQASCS
D3 ag = agonists of human D3 dopamine receptor | P35462 | D3R DiscoveRx beta-arrestin cells, luminescence, 90 min | max activation, % | hit rate 0.58% among 410,000; in the data active means max activation above about 30%; further: 0% is about no effect; mostly tested at two doses, the higher about 12 µM
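Agonist-mode cell screen: cells plated at 1500/well and incubated overnight at 37 °C, then exposed to library compounds for 90 min at 37 °C. Detection reagent was added for 30–60 min at room temperature, and luminescence was read.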
SW480 rereplic = induces DNA re-replication in SW480 colon adenocarcinoma cells; Potency, µM (highest dose often 46.1 µM), inactives show at the highest dose re-replication activation, actives largely listed as activators; SW480 DNA re-replication, Hoechst DNA content imaging, 48 h; hit rate 1.8% among 340,000; further: potency means the concentration at half of the fitted maximal effect; % of control where 0% means no effect; nearly all actives have a fitted effect of over 55% in size
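Image-based DNA-content assay: after two days of treatment, nuclei were labelled with the DNA dye Hoechst and imaged, and hits were compounds raising the count of nuclei showing high fluorescence intensity.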
KB-3-1 tox = kills parental KB-3-1 adenocarcinoma cells; Potency, µM (doses to about 46.1 µM), for inactives: at the highest dose activity change, negative = cytotoxic, most hits filed as cytotoxic; hit rate 1.4% among 400,000; KB-3-1 viability, CellTiter-Glo ATP luminescence, 72 h; further: potency means the concentration at half of the fitted maximal effect; on the % scale 0 is the no-effect control and ±100 the full control effect; nearly all actives have a fitted effect of over 60% in size
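Luminescent ATP read-out (CellTiter-Glo) measures survival of drug-naive KB-3-1 cells after 72 h compound exposure at 37 °C. Titration series was screened from lowest to highest concentration, with DMSO vehicle plates as background controls.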
KB-V1 cytotox = kills drug-selected multidrug resistant KB-V1 cells | KB-V1 MDR cells viability, CellTiter-Glo, 72 h | Potency, µM (doses to about 46.1 µM), inactives show at the top dose activity change, negative = cytotoxicity, hits mostly cytotoxic | hit rate 3.4% among 400,000 | AID 1347076; further: potency means the concentration at half of the fitted maximal effect; on the % scale 0 is the no-effect control and ±100 the full control effect; nearly all actives have a fitted effect of over 60% in size
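Luminescent ATP read-out (CellTiter-Glo, 10 min) measures survival of drug-selected KB-V1 MDR cells after 72 h, 37 degrees C compound exposure. Medium: phenol-red-free DMEM, 10% FBS. Values from fitted concentration-response curves.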
HT1080-NT tox = kills 2HG-producing HT-1080-NT fibrosarcoma cells. Potency, µM (series often up to 46.1 µM), inactives show at the highest dose activity, negative = less viability, hits mostly cytotoxic. hit rate 1.6% among 360,000. HT-1080-NT fibrosarcoma viability, CellTiter-Glo ATP luminescence, 48 h;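 further: NT is the 2HG producing partner of a matched IDH1 knockdown line; potency means the concentration at half of the fitted maximal effect; 0% = DMSO-treated cells and -100% = media-only wells without cells; nearly all actives have a fitted effect of over 55% in size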
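A 48-hour cytotoxicity screen used HT-1080-NT cells plated 2 hours before compound delivery. ATP-based CellTiter-Glo luminescence measured viability, normalized to DMSO and no-cell controls.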
HT1080 IDH1KD tx = toxicity to HT-1080 IDH1 knockdown cells (counter line); HT-1080 IDH1 knockdown viability, ATP luminescence, 48 h; hit rate 2% among 360,000; Potency, µM (series often up to 46.1 µM), without a hit: top-dose activity, negative = toxicity, hits mostly cytotoxic;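 further: potency means the concentration at half of the fitted maximal effect; 0% = DMSO wells and -100% = cell-free medium wells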
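Cytotoxicity counter-line: IDH1KD HT-1080, 48 h, CellTiter-Glo. Curves classed by r2, magnitude and activity.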
IL1B secr inh = inflammasome signaling inhibition, IL-1 beta readout; hit rate 4.7% among 360,000; activity change, % at 57.5 µM; AID 743279; THP-1 LPS/ATP IL-1B secretion, AlphaLISA, 16 h; active compounds read low; in the data active means activity change below about -50%; inconclusive means mostly about -30% to -49%; further: on the % scale 0 is the no-effect control and ±100 the full control effect
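THP-1 cells pretreated 1 hr with compounds (up to 57.5 uM final), then stimulated with LPS (250 ng/mL final) plus ATP (1.25 mM final); secreted IL-1B measured by AlphaLISA after 16 hr, decreased signal indicating inhibition.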
The depositor's hits bear a star; ? = inconclusive; . = not tested or not shown; [ ] = remark or other dose. Unless noted, the call rests on the fitted dose curve; in most records, active means well fitted curve in the direction sought with a large enough effect; inconclusive means small, poorly fitted or top-dose-only effect, or another doubt; inactive means no such curve, though single readings can be large; an effect the other way counts as inactive or inconclusive.

nr | compound | KB-V1 cytotox | D3 antag | KB-3-1 tox | GLP1R ag | SW480 rereplic | IL1B secr inh | D3 ag | HT1080-NT tox | HT1080 IDH1KD tx
1 | CC(=O)Nc1ccc(NC(=O)c2ccccc2CC[N+](=O)[O-])cc1 | 7% | -3 | 11% | -7% | -2% | 17 | 3 | 6% | 1%[9.24 µM]
2 | COc1ccc(CC(=O)OCC(=O)Nc2ncc(Cl)cc2Cl)cc1OC | -8% | -16 | 1% | 12% | -2% | -9 | 6 | -5% | -13%
3 | COc1ccc(C(=O)NC(=S)N(C)Cc2ccccc2)cc1Br | ? | 10 | 5% | 5% | -2% | -1 | 2 | 13% | 13%
4 | CC(C)c1nnc(NC(=O)C2CCCN2C(=O)Nc2cccc(Cl)c2)s1 (stereo not drawn) | 32% | -7 | 14% | 4% | -17% | 4 | 0 | 9% | 4%
5 | Cc1sc(NC(=O)c2cc(-c3ccccc3)nc3ccccc23)c(C(N)=O)c1C | ? | 21 | ? | 3% | 2% | -25 | -5 | -4% | -15%
6 | CS(=O)(=O)Oc1ccc(/C=C2\C(=N)N3N=C(CC(=O)N4CCOCC4)SC3=NC2=O)cc1Cl | 14% | 20 | 2% | -1% | -4% | -1 | -4 | 3% | 6%
7 | CN(CC(=O)N1CCCC1)S(=O)(=O)c1ccc2ccccc2c1 | -14% | -12 | -10% | 0% | -7% | -24 | -10 | 2% | 3%
8 | CN(C)c1ccc(NC(=O)CSc2nc3c(c(=O)[nH]2)CCCC3)cc1 | 1% | 10 | -8% | 2% | -11% | 18 | 24 | -2% | -21%
9 | CCOCCn1c(CN(Cc2ccccc2)Cc2ccccc2)nc2c1c(=O)n(C)c(=O)n2C | 4% | 48 | ? | 23% | 11% | 12 | 2 | -20% | -3%
10 | Cc1ccc(S(=O)(=O)NCCc2csc3nc(-c4ccccc4C)nn23)cc1 | 23% | . | -8% | -1% | . | . | -17 | . | .
11 | CN1C(=O)C(C)(C)c2cc(S(=O)(=O)NCCc3ccc(Cl)cc3)ccc21 | 0% | 14 | -5% | 9% | 0% | 5 | -1 | -2% | 6%
12 | OC(COc1ccc2c(c1)OCO2)CN1CCN(c2ccc(F)cc2)CC1 (stereo not drawn) | -15% | ? | -5% | -6% | ? | 13 | -11 | 3% | 2%
13 | CC(C)C(=O)Nc1cc2c3c(c1)CCC(=O)N3CCC2 | ? | -1 | 1% | 4% | -1% | 36 | 4 | 0% | 3%
14 | O=C(CCC(=O)Nc1ccccc1Cl)NNC(=O)C1CCCCC1 | ? | -1 | 20% | -3% | -3% | 8 | 3 | 3% | 11%
15 | O=C(c1nc2ncccn2n1)N1CCc2ccccc2C1 | 5% | -6 | 0% | 1% | -6% | 19 | -5 | 1% | -3%
16 | COc1ccnc2c1c(=O)n(Cc1ccc(Cl)cc1)c(=O)n2C | -3% | 22 | 0% | 12% | ? | -9 | 2 | ? | -7%
17 | CCC(C)Sc1ccc(-c2nc3ccc(C)cn3c2NC2CCCCC2)cc1 (stereo not drawn) | ? | -27 | -2% | 5% | -22%[9.22 µM] | 21 | 1 | . | .
18 | Cc1ccc(NC(=O)C(Cc2ccccc2)N2C(=O)C3C4CCC(C4)C3C2=O)cc1Cl (stereo not drawn) | ? | 5 | ? | -10% | ? | -11 | 2 | -15% | -25%
19 | C#CCNC(=O)C[C@@H]1C[C@@]2(C(=O)OC)CCCCC=C2N(CCCCCCCC)C1=O | ? | 0 | -13% | -2% | . | -13 | 6 | -12% | ?
20 | CC1(C(=O)NS(=O)(=O)c2cccc(F)c2)CCN1C(=O)C/C=C/c1ccccc1 (stereo not drawn) | 0% | 13 | -1% | 0% | . | -9 | 7 | 9% | 21%
21 | COC1=C(Nc2ccccc2)C(=O)C(OC)=C(Nc2ccccc2)C1=O | 19% | 4 | -8% | 2% | 1% | 3 | 8 | 1% | 9%
22 | COc1cc(C)c(CN2CCN(c3ncccn3)CC2)cc1C | 0% | -3 | -1% | -1% | -10% | 15 | -12 | 14% | 10%
23 | Cc1cc(C)c(-c2cc(C(=O)Nc3cc(C)ccc3C)[nH]n2)c(O)c1 | 1% | 11 | -4% | -3% | 0% | -10 | -3 | 2% | -8%
24 | CCn1cc(S(=O)(=O)CC(=O)NC2CCCCC2)c2ccccc21 | -7% | -3 | 15% | 2% | -8% | -17 | -3 | 9% | 7%
25 | O=C(CCl)Nc1cc(SCC(O)CO)cc([N+](=O)[O-])c1 (stereo not drawn) | ? | -17 | 5.8µM* | 8% | 5.8µM* | -101* | -3 | 1.8µM* | 1.6µM*
26 | COc1ccc(Oc2nc3c(C)cccn3c(=O)c2/C=C(\C#N)C(N)=O)cc1 | 0% | -2 | 1% | 4% | ? | 23 | 14 | ? | ?
27 | COc1ccc2c(Cl)c(-c3nnc(SCC(N)=O)n3C)sc2c1 | ? | 2 | 0% | 2% | -1% | -15 | -8 | 3% | 2%
28 | Cc1cc(C)nc(NC(=O)c2c(C(=O)O)noc2C)n1 | 1% | -1 | 11% | -1% | 5% | 29 | 7 | 7% | 16%
29 | COc1ccc(S(=O)(=O)N(C)c2ccc(OCC(=O)Nc3cc(C)on3)cc2)cc1 | 7% | 0 | 2% | -9% | 3%[9.22 µM] | -18 | 2 | 10% | 1%
30 | O=C(COC(=O)c1cccc(F)c1)Nc1ccc2c(c1)OCCO2 | 14% | 1 | 2% | 6% | -19% | -4 | -4 | 0% | 0%
31 | COCCNC(=S)N/N=C/c1ccc2c(c1)OCCO2 | -19% | 1 | 0% | 13% | -22% | -21 | 3 | 12% | 7%
32 | COc1ccc(S(=O)(=O)Nc2ccc3c(c2)C(=O)N([C@@H](C)CO)C[C@@H](C)[C@H](CN(C)S(=O)(=O)c2ccc(F)cc2)OCCCC[C@H](C)O3)cc1 | -3% | 2 | -7% | 0% | . | -8 | 1 | -14% | -2%
33 | O=C(NCc1cccs1)c1cccc2c(-c3cccnc3)coc12 | ? | 16 | 5% | ? | . | ? | 6 | -7% | -2%
34 | Cc1nnc2sc(SCc3ccccc3Cl)nn2c1=O | 9% | 7 | 10% | 0% | 1% | -3 | 1 | 21% | 19%
35 | COc1cc(OC)cc(-c2nnc(NC(=O)CCS(=O)(=O)c3ccc(F)cc3)o2)c1 | 0% | 12 | 3% | -11% | ? | -66* | -3 | -6% | -3%
36 | Cc1csc2sc(-c3ccnc(SCC(=O)NCc4ccccc4)n3)c(C)c12 | 5.8µM* | -1 | ? | 20% | 18µM* | 75 | -12 | 3.3µM* | 2.3µM*
37 | COc1ccc(C(=O)NNC(=O)CCC(=O)Nc2cc(C)on2)cc1 | 0% | -9 | 10% | -5% | 1% | -3 | -2 | 0% | -4%
38 | N#CC1=C(N)SC(N)=C(C#N)C1c1cccc(O)c1 | -3% | -20 | -3% | 17% | 8% | 10 | -8 | -13% | 0%
39 | O=C(O)c1ccc(Cl)c(S(=O)(=O)Nc2ccc(S(=O)(=O)Nc3cccc(Cl)c3)cc2)c1 | -9% | -1 | -6% | -2% | 7% | 17 | 1 | -14% | 2%
40 | O=C(Nc1nc2ccccc2[nH]1)c1ccc(OC(F)F)cc1 | ? | 6 | ? | 9% | ? | -13 | 3 | ? | ?

Part of the list above, with values under each structure:
Screens in order: KB-V1 cytotox	D3 antag	KB-3-1 tox	GLP1R ag	SW480 rereplic	IL1B secr inh	D3 ag	HT1080-NT tox	HT1080 IDH1KD tx
39) O=C(O)c1ccc(Cl)c(S(=O)(=O)Nc2ccc(S(=O)(=O)Nc3cccc(Cl)c3)cc2)c1
    -9%	-1	-6%	-2%	7%	17	1	-14%	2%
35) COc1cc(OC)cc(-c2nnc(NC(=O)CCS(=O)(=O)c3ccc(F)cc3)o2)c1
    0%	12	3%	-11%	?	-66*	-3	-6%	-3%
15) O=C(c1nc2ncccn2n1)N1CCc2ccccc2C1
    5%	-6	0%	1%	-6%	19	-5	1%	-3%

The list goes on:
nr | compound | KB-V1 cytotox | D3 antag | KB-3-1 tox | GLP1R ag | SW480 rereplic | IL1B secr inh | D3 ag | HT1080-NT tox | HT1080 IDH1KD tx
41 | CC(=O)N1CCc2cc(Br)cc(S(=O)(=O)CCC(=O)N3CCN(c4ccccn4)CC3)c21 | ? | 9 | -19% | 6% | 15% | -22 | -16 | 0% | 2%
42 | CCCCn1c(=O)[nH]c(=O)c2c1nc(-c1ccc(-c3ccccc3)cc1)n2C | -1% | 9 | -6% | 2% | -2% | 24 | 25 | -4% | -12%
43 | NC(=O)c1cc([N+](=O)[O-])ccc1NCc1cccc2ccccc12 | ? | 10 | 0% | 21% | -31%[inhibitor] | 23 | -14 | -15% | -29%
44 | Cc1ccc(S(=O)(=O)Nc2ccc(Cl)cc2O)cc1 | 21µM* | 11 | ? | . | . | -21 | 6 | ? | ?
45 | CCc1cccc(NC(=O)Cn2c(=O)n(CC(=O)NCCc3ccccc3)c(=O)c3ccccc32)c1 | 9% | . | -4% | -3% | . | . | -16 | . | .
46 | Cc1csc(NC(CO)c2nc3ccccc3n2CCOCCO)n1 (stereo not drawn) | -5% | -22 | -12% | -4% | -55%[inhibitor] | -10 | -20 | 1% | -5%
47 | COc1cc(/C=C(\C#N)c2nc3ccccc3[nH]2)c([N+](=O)[O-])cc1OCc1ccccc1 | 1% | -9 | -21% | -2% | -8% | -2 | 5 | -3% | -2%
48 | CC(C)CC(NS(=O)(=O)c1ccc2c(c1)oc(=O)n2C)C(=O)NC1CCCc2ccccc21 (stereo not drawn) | 0% | -3 | 11% | 0% | -10% | 12 | 0 | 1% | 20%
49 | O=C(Cn1cnc2ccccc2c1=O)Nc1nnc(C2CC2)s1 | 12% | -5 | 13% | 0% | -1% | 13 | -1 | 3% | 12%
50 | Cc1nc(NS(=O)(=O)c2ccccc2)sc1C(=O)N/N=C/c1ccccc1 | 4% | -5 | 4% | -1% | -9% | 14 | -2 | 0% | -5%
51 | O=C(Oc1cccc2c(O)cccc12)c1ccco1 | -2% | 7 | -11% | 9% | 16% | 26 | -6 | -7% | -22%
52 | COc1ccc(-n2c(=O)c3ccccc3n(CC(=O)NCCc3ccc(OC)c(OC)c3)c2=O)cc1 | ? | . | 14% | -1% | . | . | 2 | . | .

Rows are unselected; about 12% have a hit in one of these screens.
